HEK293 viab: reduces viability of HEK-293 SNCA reporter cells. HEK-293-SNCA-luc viability, GF-AFC fluorescence, 24 h. Potency, µM (series often up to 57.1 µM), for inactives: top-dose activity change, negative = cytotoxicity, actives largely listed as cytotoxic. hit rate 0.12% among 150,000;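 further: potency means the concentration at half of the fitted maximal effect; 0% = DMSO-treated cells and -100% = medium-only wells without cells; nearly all actives have a fitted effect of over 30% in size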
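HEK-293-SNCA-luc cells (1500/well) plated 24 h, then exposed 24 h to a dilution series; GF-AFC added 30 min at 37C, fluorescence 405/540 nm; normalised to medium-only and DMSO wells, Hill fit.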
IP6K1 inh: blocks human inositol hexakisphosphate kinase 1; Q92551; IP6K1 kinase, ADP-Glo luminescence, 2 h; hits give low values; hit rate 0.81% among 140,000; activity change, % (series mostly up to about 58 µM); in the data active means activity change below about -25%
Target sequence (Q92551 whole entry, looked up): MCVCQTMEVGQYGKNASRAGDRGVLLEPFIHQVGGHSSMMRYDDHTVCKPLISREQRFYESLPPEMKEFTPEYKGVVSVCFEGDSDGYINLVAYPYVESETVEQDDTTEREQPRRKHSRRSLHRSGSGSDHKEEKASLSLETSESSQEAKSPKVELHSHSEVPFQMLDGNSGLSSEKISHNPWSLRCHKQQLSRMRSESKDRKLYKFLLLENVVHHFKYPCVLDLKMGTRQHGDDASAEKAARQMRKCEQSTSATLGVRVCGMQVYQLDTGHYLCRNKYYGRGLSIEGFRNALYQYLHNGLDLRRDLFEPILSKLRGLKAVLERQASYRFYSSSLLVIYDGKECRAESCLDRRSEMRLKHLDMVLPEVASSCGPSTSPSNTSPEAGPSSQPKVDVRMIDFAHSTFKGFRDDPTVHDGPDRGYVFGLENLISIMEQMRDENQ
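ADP-Glo luminescence measures ADP made by human IP6K1 during a 2 h RT reaction with ATP/IP6 (mix at 1.3 mM/130 uM); top library doses 57.5 and 19.1 uM final.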
NIH3T3 tox: cytotoxic compounds in NIH 3T3 cells; NIH 3T3 viability, CellTiter-Glo ATP luminescence, 48-72 h; hit rate 4.3% among 94,000; Potency, µM (titrated, usually from 96.7 µM), without a hit: top-dose activity change, negative = cytotoxicity, actives largely listed as inhibitors; further: potency means the concentration at half of the fitted maximal effect; nearly all actives have a fitted effect of over 55% in size
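NIH 3T3 cells at 400 cells/well received 23 nL of compound by pintool and were incubated 48 or 72 h at 37 °C. Viability was read as ATP-coupled CellTiter-Glo luminescence.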
HEK cytotox: cytotoxic compounds in HEK 293 cells | HEK 293 viability, ATP luminescence (CellTiter-Glo), 48-72 h | Potency, µM (doses to about 115 µM), inactives show at the highest dose activity change, negative = cytotoxicity, actives largely listed as inhibitors | hit rate 6.6% among 94,000 | AID 1345083; further: potency means the concentration at half of the fitted maximal effect; nearly all actives have a fitted effect of over 60% in size
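Luminescence from cellular ATP, measured with CellTiter-Glo, indicates HEK 293 viability. Cells plated at 250 cells/well are treated with compound for 48 or 72 hr at 37 degree Celsius before reagent addition.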
SNCA expr inhib: SNCA gene expression inhibition; HEK-293 SNCA-luciferase knock-in, luminescence, 24 h; Potency, µM (titrated, usually from 57.2 µM), inactives show top-dose activity change, negative = inhibition, actives largely listed as inhibitors; hit rate 0.17% among 140,000; AID 1671194;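 further: potency means the concentration at half of the fitted maximal effect; plate controls were DMSO cells for no effect and cell-free wells for full effect; nearly all actives have a fitted effect of over 45% in size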
FLuc inh: inhibitors of firefly (Photinus pyralis) luciferase | purified P. pyralis luciferase, luminescence, biochemical | Potency, µM (doses to about 115 µM), inactives show at the highest dose activity change, negative = inhibition, actives largely listed as inhibitors | hit rate 2.5% among 76,000 | AID 1347043; further: potency means the concentration at half of the fitted maximal effect; nearly all actives have a fitted effect of over 65% in size
Target sequence (P08659 whole entry, looked up): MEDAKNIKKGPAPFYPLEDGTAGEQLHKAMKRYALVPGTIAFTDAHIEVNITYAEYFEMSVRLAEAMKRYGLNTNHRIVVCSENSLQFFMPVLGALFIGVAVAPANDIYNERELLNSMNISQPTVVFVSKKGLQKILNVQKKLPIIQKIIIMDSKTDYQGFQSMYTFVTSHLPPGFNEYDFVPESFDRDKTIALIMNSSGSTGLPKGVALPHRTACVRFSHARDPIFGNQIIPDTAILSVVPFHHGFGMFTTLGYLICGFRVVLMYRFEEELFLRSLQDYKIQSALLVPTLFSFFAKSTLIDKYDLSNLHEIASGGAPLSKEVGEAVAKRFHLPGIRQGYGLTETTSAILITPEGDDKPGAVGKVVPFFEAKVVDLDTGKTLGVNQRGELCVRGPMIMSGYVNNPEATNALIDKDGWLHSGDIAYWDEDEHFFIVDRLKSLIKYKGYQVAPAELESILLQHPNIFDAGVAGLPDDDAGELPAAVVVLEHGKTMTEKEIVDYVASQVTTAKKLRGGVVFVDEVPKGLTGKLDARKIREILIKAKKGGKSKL
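Luminescence read by CCD imaging after purified firefly luciferase (10nM final) was added to substrate buffer holding 10uM D-luciferin and 10uM ATP, pH 7.5, pre-dosed with compound.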
GPT2 inh: GPT2 alanine aminotransferase inhibition | hit rate 0.25% among 100,000 | Recombinant GPT2, coupled pyruvate oxidase/HRP Amplex Red fluorescence | AID 1671188 | Potency, µM (doses to about 57.7 µM), without a hit: top-dose activity change, negative = inhibition, most hits filed as inhibitors; further: potency means the concentration at half of the fitted maximal effect; nearly all actives have a fitted effect of over 60% in size; many of its hits are not listed in these tables
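GPT2 10ng/uL, a-KG 250uM, L-Ala 2mM, HEPES pH7.5 + 0.0001% Tween; 30 min RT. Then Amplex mix (PO/HRP/ThPP), 30 min RT dark, fluorescence. AOA 50uM used as positive control.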
* hit, by the source's call; i = inactive; u = inconclusive; x = no result given; [ ] = dose if it differs, or a comment. Unless noted, the call rests on the fitted dose curve; in most records, active means well fitted curve in the direction sought with a large enough effect; inconclusive means small, poorly fitted or top-dose-only effect, or another doubt; inactive means no such curve, though single readings can be large; an effect the other way counts as inactive or inconclusive. Unless noted, on the % scale 0 is the no-effect control and ±100 the full control effect. The list is partial; rates above refer to the full screens.

Each structure is followed by: HEK293 viab, IP6K1 inh, NIH3T3 tox, HEK cytotox, SNCA expr inhib, FLuc inh, GPT2 inh
> O=C([C@H]1C[C@H](Oc2ccccc2)CN1C(=O)c1cc(F)ccc1F)N1CCOCC1
 : -4%, 28, -18%, -1%, 34%[activator], u, i
> CCN(CC)Cc1cnc2c(C(=O)NCCc3cnccn3)cnn2c1
 : -2%, 4, -18%, -17%, -4%, -5%, -8%
> COCc1nc(N2CC3C[C@@H]4CC2C[C@H](C3)C4)c2cnn(C)c2n1
 : 1%, -3, u, u, 5%, 8%, 3%
> COc1ccc(CNC(=O)CS(=O)Cc2nc(-c3cccc(C)c3)oc2C)cc1 (stereo not drawn)
 : 2%, 0, x, x, 16%, x, x
> CCC1c2nccn2CCCN1C(=O)Cn1c(=O)oc2ccccc21 (stereo not drawn)
 : -19%, 2, -19%, -10%, -17%, -1%, i
> CCOc1ccc(CNc2nc3nc(C)c(Cc4ccccc4)c(=O)n3[nH]2)cc1
 : -4%, -1, x, x, 13%, x, x
> CCCNC(=O)C1COC2(CCN(C(=O)c3ccc(OC)cc3)CC2)N1C(=O)c1ccc(OC)cc1 (stereo not drawn)
 : -8%, 2, -2%, -1%, 21%, 3%, i
> CNC(=O)CN1CCCC(N2CCN(c3cccc(C(F)(F)F)c3)CC2)C1 (stereo not drawn)
 : 7%, 5, -32%, -19%, 10%, -2%, -17%
> COCCn1c(=O)c2c(n1Cc1ccccc1)CN(C(=O)Cc1cccc(F)c1)CC2
 : 6%[87.6 µM], -1, u, -9%[172 µM], -22%[87.6 µM], -3%[172 µM], 5%[88.5 µM]
> C[C@@H]1C(=O)O[C@H]2[C@H]1CC[C@@]1(C)C(=O)C=C[C@@](C)(O)[C@H]21
 : -9%, 13, x, x, x, x, -3%
> CCOc1ccc(NC(=O)c2ncn(-c3ccccc3)n2)cc1
 : -8%, 8, x, x, 19%, x, x
> COc1ccc(C(=O)N2CCC(N3CC4CC(C3)[C@H]3CCCC(=O)N3C4)CC2)cn1 (stereo partly drawn)
 : 0%, 4, 0%, -6%, 6%, -6%, i
> F[C@@H]1CN(C2CCC2)C[C@@H]1OCc1nc2ccccc2o1
 : -1%[87.6 µM], -11, -18%[174 µM], -24%[230 µM], 50%[activator][87.6 µM], 79µM*, 1%[88.5 µM]
> CCOCCNc1nccc(C2(c3ccccc3Cl)CCNCC2)n1
 : -10%, 4, u, -27%, -13%, 0%, u
> O=C1CS(=O)(=O)C2(C(=O)N(Cc3cccc(F)c3)c3ccccc32)N1c1ccccc1 (stereo not drawn)
 : -4%, 4, x, x, 33%[activator], x, x
> CCn1nccc1C(=O)N1CCC2(CC1)CC(N(C(=O)c1ccccc1)C1CC1)CCO2 (stereo not drawn)
 : -8%, -6, -21%, u, -13%, -6%, i
> Cc1ncccc1C(=O)NC(CC(C)C)c1nnc2n1CCNCC2 (stereo not drawn)
 : -14%, -2, i, 0%, -23%, 2%, -3%
> CCCCNC(=O)c1cnn2c(C)c(Cc3c(F)cccc3Cl)c(C)nc12
 : 1%, 24, x, x, -7%, x, x
> COc1ccc(C(=O)NCCn2cc(SCc3cccc(F)c3)c3ccccc32)cc1OC
 : u, 28, x, x, -29%, x, x
> N#Cc1cccc(C(=O)NC2CCN(c3cc(-c4ccc(Cl)cc4)[nH]n3)CC2)c1
 : -6%, 3, -24%, u, 38%[activator], 5%, i
> Cc1cccc2sc(N(Cc3cccnc3)C(=O)C3CCCCC3)nc12
 : -4%, 8, x, x, -6%, x, x
> CCOCCCn1c(=N)c(S(=O)(=O)c2ccccc2)cc2c(=O)n3cc(C)ccc3nc21
 : u, 26, x, x, -8%, x, x
> CCc1cccc(CC)c1NC(=O)c1nn(C)c2c1CCc1cnc(Nc3ccc(C(=O)NC4CCN(C)CC4)cc3OC(F)(F)F)nc1-2
 : -30%[23.9 µM], 2, x, x, x, x, i
> CCOC(=O)c1ccc(Nc2nc(N)c3cc(OC)c(OC)cc3n2)cc1
 : u, -19, x, x, -4%, x, x
> Cc1ccc(F)cc1CNC(=O)CCc1nnc(CCc2c[nH]c3ccccc23)o1
 : 1%, 2, u, u, 90%[activator], u, 5%
> CC(C)(C)C(=O)N1CC[C@H]2CC(=O)N(Cc3cccnc3)CC[C@H]2C1
 : 1%[87.6 µM], 7, -16%[174 µM], -20%[172 µM], -1%[87.6 µM], 9%[172 µM], 3%[88.5 µM]
> C[C@@H]1C[C@H]2[C@@H]3CCC4=CC(=O)C=C[C@]4(C)[C@@]3(F)[C@@H](O)C[C@]2(C)[C@@]1(O)C(=O)CO
 : -1%, 27, x, x, 9%, x, u
> CCN(CC)C(=O)CCc1c(C)nn(-c2ccccc2)c1Oc1ccc(F)cc1F
 : -18%, 12, u, u, -28%, -4%, i
> CN1[C@@H](CCC(=O)NCc2ccco2)CNC(=O)[C@@H]2[C@H]1CCN2Cc1cccc(OC(F)(F)F)c1
 : 2%, 12, u, u, 3%, 0%, i
> O=C(NCCc1c[nH]c2ccccc12)c1cnc2c(c1)N(C(=O)CCc1ccccc1)CCC2
 : 1%, 20, u, u, 7%, -1%, -15%

(further entries)
Each structure is followed by: HEK293 viab, IP6K1 inh, NIH3T3 tox, HEK cytotox, SNCA expr inhib, FLuc inh, GPT2 inh
> COc1cc(C2c3c(oc4ccc(F)cc4c3=O)C(=O)N2Cc2ccc3c(c2)OCO3)ccc1O (stereo not drawn)
 : 9%, 5, x, x, -19%, x, x
> Cc1cnc(C2CCOCC2)n1C1CCCN(C(=O)COc2ccc(F)cc2)C1 (stereo not drawn)
 : -7%, -5, -4%, 4%, 0%, 1%, -13%
> COCCN1CC(Cc2cccc(-c3nnc(C)s3)c2)CC1=O (stereo not drawn)
 : -12%, 3, -2%, -1%, -3%, 7%, -19%
> O=C(O)c1cccc(C2CCCN(C(=O)c3ccccc3-c3ncn[nH]3)C2)c1 (stereo not drawn)
 : 9%, -4, i, i, -26%, 6%, 4%
> CC(=O)N[C@@H]1CN(C(=O)CCCS(N)(=O)=O)C[C@H]1c1ccc(C)cc1
 : -1%, 17, -21%, -9%, -12%, 11%, i
> CCOC(=O)C1CCN(C(=O)Cn2ncc3c([nH]c4ccccc43)c2=O)CC1
 : -2%, -7, x, x, -19%, x, x
> Cc1ccc(NC(=O)c2cc3n(n2)CC(c2ccc4c(c2)OCO4)OC3)cc1F (stereo not drawn)
 : -8%, 0, -26%, 40µM*, -7%, -21%, i
> O=C1NC(=NC2CCCC2)C2(CCCN([S+](=O)([O-])c3cccs3)C2)N1c1cc(F)cc(F)c1 (stereo not drawn)
 : -6%, -8, -18%, -14%, -18%, x, i
> OC[C@@H]1CN(C2CCCC2)C[C@H]1c1nc(-c2cccnc2)no1
 : 1%, -8, 0%, -6%, 196%[activator], 32µM*, i
> CCOc1ccc(C2Cn3nnc(-c4nc(-c5cccc(OCC)c5)no4)c3CO2)cc1 (stereo not drawn)
 : 3%, 3, -7%, -8%, -15%, 4%, 3%
> COC(=O)c1cccc(NC(=O)CCNc2c(C)nc3cnccn23)c1
 : 2%, 19, -18%, u, 35%[activator], -19%, u
> CCn1nc(C(C)C)cc1C(=O)N1C[C@@H]2CCN(C)C[C@]2(C(=O)O)C1
 : 7%, 4, i, -4%, -8%, 3%, i
> Cc1cccc(CNC(=O)c2noc(-c3ccc4c(c3)OCO4)n2)c1
 : 5%, -3, u, u, 76%[activator], u, i
> Clc1ccccc1CNCCCSc1nnnn1-c1ccccc1
 : 2%, 9, x, x, 26%, x, x
> O=C(NCc1cccc(Cl)c1)C1CN(C2CCCC2)C(=O)N1 (stereo not drawn)
 : 7%[12.5 µM], -2, -27%[138 µM], -10%[172 µM], 2%[87.6 µM], x, 1%[88.5 µM]
> Cc1ccc(-c2nc(CS(=O)(=O)CC(=O)Nc3ccc(Br)cc3F)c(C)o2)cc1
 : -14%, 16, x, x, 4%, x, x
> CCN1C(=O)C2CC3(CCN(C(=O)c4ccncc4)CC3)CN2C1=O (stereo not drawn)
 : 16%, 0, -24%, -19%, 26%, -19%, i
> O=S(=O)(c1ccc(Br)cc1)c1nc(-c2ccco2)oc1SCc1ccccc1F
 : -6%, -14, x, x, u, x, x
> N#Cc1ccc(CN2CCC3(CN[S+](=O)([O-])c4ccccc4N3)C2)cc1 (stereo not drawn)
 : -28%, 0, u, 5%, 5%, -4%, i
> Cc1ccc(Cl)cc1N1CCN(c2nc3ccc(C(=O)c4ccccc4)cc3n3cnnc23)CC1
 : -6%, 20, x, x, u, x, x
> COc1cccc2cc(-c3csc(-c4ccc(Cl)cc4)n3)c(=O)oc12
 : 3%, 6, x, x, -2%, x, x
> CCCN(CC1CCOC1)C(=O)c1ccccc1C(F)(F)F (stereo not drawn)
 : -3%, 17, i, -1%, 15%, -3%, 1%
> COc1cccc(N2CC(C(=O)NC(C)C)NC2=O)c1 (stereo not drawn)
 : -11%[87.6 µM], 0, i, i, -14%[87.6 µM], 2%[172 µM], i
> COc1ccc(-c2noc(-c3cccn3CC(=O)Nc3cc(Cl)ccc3OC)n2)cc1F
 : u, 18, u, u, 9%, -1%, i
> CCn1nccc1C(=O)N1CCCCCNC(=O)[C@@H]2CCC[C@@H]21
 : -23%, 4, -14%, 0%, -37%, 0%, i
> O=C1CC(c2ccccc2)N(C(=O)CNC(=O)C2CCC2)CCCCCN1 (stereo not drawn)
 : 1%, 4, -5%, 0%, 18%, 8%, -5%
> CCn1c(C2CCCNC2)nn(CCn2cnc3c2c(=O)n(C)c(=O)n3C)c1=O (stereo not drawn)
 : 11%, 0, -10%, i, 8%, 0%, i

One compound at a time, from the list above. Screens in order: HEK293 viab | IP6K1 inh | NIH3T3 tox | HEK cytotox | SNCA expr inhib | FLuc inh | GPT2 inh
Cc1cccc(CNC(=O)c2noc(-c3ccc4c(c3)OCO4)n2)c1 in the list: 5% | -3 | u | u | 76%[activator] | u | i
Cc1ccc(Cl)cc1N1CCN(c2nc3ccc(C(=O)c4ccccc4)cc3n3cnnc23)CC1 in the list: -6% | 20 | x | x | u | x | x
O=C(NCc1cccc(Cl)c1)C1CN(C2CCCC2)C(=O)N1 (stereo not drawn) in the list: 7%[12.5 µM] | -2 | -27%[138 µM] | -10%[172 µM] | 2%[87.6 µM] | x | 1%[88.5 µM]

Structural class: the compounds so far containing two or more sulfur atoms
Each structure is followed by: HEK293 viab, IP6K1 inh, NIH3T3 tox, HEK cytotox, SNCA expr inhib, FLuc inh, GPT2 inh
> O=C1NC(=NC2CCCC2)C2(CCCN([S+](=O)([O-])c3cccs3)C2)N1c1cc(F)cc(F)c1 (stereo not drawn)
 : -6%, -8, -18%, -14%, -18%, x, i
> O=S(=O)(c1ccc(Br)cc1)c1nc(-c2ccco2)oc1SCc1ccccc1F
 : -6%, -14, x, x, u, x, x
